Screening data: PubChem, NCI
Growth percent in the NCI-60 one-dose screen (48 h, 10 µM unless noted): 100 = growth as untreated, 0 = no growth, -100 = all killed.
HL-60(TB) – HL-60(TB) leukemia cells. hit rate 9% among 78,000; active = growth percent below 10
Numbers without * were called inactive; & = joins results of further samples; ! = not active in a repeat. An excerpt; count on the stated rates, not on these rows.

SMILES	HL-60(TB)
CN(CCC#N)c1ccc(/C=C(\C#N)c2cccc(C(F)(F)F)c2)cc1	70
CS(=O)(=O)c1ccc(/C(=N/NC(N)=S)c2ccc(F)cc2)cc1	99
O=C1Nc2c(sc3ccc(Cl)cc23)C(c2ccc3ccccc3c2)N1 (configuration not stated)	95
COc1cc(C=O)cc([N+](=O)[O-])c1O	91
COc1ccc(-n2nc3c(c(C#N)c2=O)CC(c2ccoc2)C([N+](=O)[O-])=C3O)cc1 (configuration not stated)	93
N#Cc1c(-c2cc(=O)oc3ccc(Cl)cc23)cc(-c2cc3cc(Br)ccc3oc2=O)nc1N	93
O=C(O)C(=O)Cc1ccc([N+](=O)[O-])cc1Br	104
Cc1cc2c(C(C)C)c(O)c(O)c(C=NCCS(=O)(=O)O)c2c(O)c1-c1c(C)cc2c(C(C)C)c(O)c(O)c(C=NCCS(=O)(=O)O)c2c1O	106
C=CCS(C)(=O)=O	104
C[n+]1c2ccccc2nc2c(N)cc(N)cc21	75
COc1ccc(C2CC(c3ccc(N)cc3)=NN2c2ccccc2)cc1OC (configuration not stated)	87
COc1ccc(N2C(=O)N(c3ccc(SC)cc3)C(=N)C2=S)cc1	99
CC(CCC(C)[n+]1ccc2ccccc2c1)[n+]1ccc2ccccc2c1 (configuration not stated)	87
CCOC(=O)/C(C)=N/N	103
CCOC1=C(C#N)C(Nc2ccc(S(N)(=O)=O)cc2)=C(C#N)C(Cl)N1 (configuration not stated)	112
C/C=N/Nc1ccc([N+](=O)[O-])cc1[N+](=O)[O-]	78
O=C(CSc1nc2ccccc2c(=O)n1-c1ccccc1)Nc1cccc(C(=O)/C=C/c2ccccc2)c1	99
Cc1cc(C)nc(/N=C/c2ccccc2O)c1	42
O=c1[nH]c2ccccc2cc1-c1nc2ccncc2[nH]1	26
COc1ccc([C@H]2[C@H](C(=O)N(C)C)c3ccccc3C(=O)N2c2ccc(OC)cc2)cc1	98
CCCN=C(N)Nc1ccc2cc3ccc(NC(N)=NCCC)cc3nc2c1	84
O=c1cc(Cl)c(Cl)nn1-c1ccccc1	35
CN(C)c1ccc(C(=N)c2ccc(N(C)C)cc2)cc1	6.8*!
O=C(O)c1c(-c2ccc(F)cc2)c(=O)[nH]c2ccccc12	116
C/C(=N\O)c1ccc(N2C(=O)c3cccc4cc([N+](=O)[O-])cc(c34)C2=O)cc1	102
O=C1OCC/C1=C/OCCCCO/C=C1/CCOC1=O	103
O=S(=O)(NC(CI)CI)c1ccccc1	28
CCOc1ccc2nc(N(Cc3ccncc3)C(C)=O)sc2c1	101
COC(=O)[C@]12CC[C@@H](C)[C@H](C)[C@@H]1C1=CC[C@@H]3[C@@]4(C)C[C@@H](OC(C)=O)[C@H](O)[C@@](C)(COC(C)=O)[C@@H]4[C@H](O)C[C@@]3(C)[C@]1(C)CC2	-42*
O=C1OC(=O)c2c1cc1ccccc1c2-c1ccccc1	100
COc1ccc(C2=N[C@@H](Cc3ccccc3)C(=O)Nc3ccsc32)cc1	8.1*
CN(CCO)c1oc(-c2ccccc2)nc1[P+](c1ccccc1)(c1ccccc1)c1ccccc1	-33*
N#Cc1c(-c2ccccn2)nc(SCC(=O)c2ccc(Br)cc2)[nH]c1=O	92
O=CN(Cc1nc2ccccc2[nH]1)c1ccc(C(=O)O)cc1	88
CC(C)Sc1ncnc2nc[nH]c12	95
O=c1sc2ncnc3ncn1c32	85
CN(C)C(=O)C1=NC(Cc2ccccc2)C(=O)N(c2ccc(Cl)cc2)N1 (configuration not stated)	109
CSc1nc2c(c(=O)[nH]1)C1C(=C(c3ccc(Cl)cc3)N2)C(=O)N(Cc2ccccc2)c2ccccc21 (configuration not stated)	62
CC1(C)C=C2[C@H]3CC[C@@H]4[C@@]5(C)CCCNC(C)(C)[C@@H]5CC[C@@]4(C)[C@]3(C)CC[C@@]2(CO)CC1	96
NC(=O)c1n[nH]c(=S)[nH]c1=O	160

Ordered by SMILES length (largest number first): 4 of the compounds above
SMILES	HL-60(TB)
CSc1nc2c(c(=O)[nH]1)C1C(=C(c3ccc(Cl)cc3)N2)C(=O)N(Cc2ccccc2)c2ccccc21 (configuration not stated)	62
N#Cc1c(-c2ccccn2)nc(SCC(=O)c2ccc(Br)cc2)[nH]c1=O	92
O=CN(Cc1nc2ccccc2[nH]1)c1ccc(C(=O)O)cc1	88
O=c1sc2ncnc3ncn1c32	85

Additional records:
SMILES	HL-60(TB)
Cc1cc(=O)oc2cc(Oc3nc(-c4cccs4)cn4c(-c5ccc(Cl)cc5)cnc34)ccc12	67
Nc1nc(-c2ccc(Br)cc2)cc(-c2cnn(-c3ccccc3)n2)n1	86
Cc1cc(=S)cc(C)o1	76
O=[N+]([O-])c1ccc(OCCCCOc2ccccc2)cc1	107
Cc1ccc(N2CCC(=O)NC2=S)cc1	99
CCN(CC)CCCOc1cc([N+](=O)[O-])ccc1C#N	99
COc1ccc(/C=C2\Oc3cc(OCCN4CCC(Cc5ccccc5)CC4)ccc3C2=O)cc1	102
O=C(NCc1ccc(Cl)cc1Cl)C1CCC(=O)N1c1cncs1 (configuration not stated)	104
COc1ccc(C(Cl)=C(c2ccc(OC)cc2)c2ccc(OC)cc2)cc1	73
NC1N=C(SCC(=O)N2CCN(c3cc4c(cc3F)c(=O)c(C(=O)O)cn4C3CC3)CC2)NC(=O)/C1=C/c1ccc(Br)cc1 (configuration not stated)	97
O=C(CN1C(=O)S/C(=C\c2ccc(Cl)cc2)C1=O)Nc1ccc(C(=O)/C=C/c2cc3ccccc3nc2Cl)cc1	103
Cn1c(N)c(N=O)c(=O)n(C)c1=O	90&105
O=C1c2ccccc2C(=O)N1c1ccc([N+](=O)[O-])cc1	108
COc1ccc(/C=N/NC(=O)c2ncc[nH]2)c(OC)c1OC	96
CC(C(N)=O)N1CCN(c2ccccc2Cl)CC1 (configuration not stated)	95
COc1ccc2nc3cc(Cl)ccc3c(Cl)c2c1	102&108
C=C1C(=O)O[C@H]2[C@H]1CC/C(COC(=O)NCc1ccc(Cn3c(=O)sn(-c4ccc(OC)cc4)c3=O)cc1)=C\CC[C@@]1(C)O[C@@H]21	-18*
O=[N+]([O-])c1ccc(S(=O)(=O)Nc2ccsc2-c2nc(-c3ccccc3)no2)cc1	84
C/C(=C\CCc1ccoc1)CC/C=C(\C)CCCBr	101
O=C(CNC(=O)c1cn(-c2ccccc2)nc1-c1ccccc1)c1ccccc1	90

Retrieved by structure from the entries so far (three):
SMILES	HL-60(TB)
C/C(=C\CCc1ccoc1)CC/C=C(\C)CCCBr	101
CC(C(N)=O)N1CCN(c2ccccc2Cl)CC1 (configuration not stated)	95
O=C(CNC(=O)c1cn(-c2ccccc2)nc1-c1ccccc1)c1ccccc1	90

The list continues.
SMILES	HL-60(TB)
CCOc1cc(CNC(C)C(O)c2ccccc2)cc(Cl)c1OCC (configuration not stated)	95
CS(=O)(=O)c1nccc(-c2c(-c3ccc(F)c(O)c3)nc3sccn23)n1	116
COc1cc(C#N)ccc1S(=O)(=O)Nc1ccc2c(c1)cc(C)c(=O)n2C	96
Cc1cc(Nc2ccc(C#N)cc2)nc(N)n1	77
Cc1c(-n2nnc(-c3nc4ccccc4s3)c2N)c(=O)n(-c2ccccc2)n1C	99
Nc1nn(C(=O)c2ccc(C(F)(F)F)nc2)cc1-c1ccc(Cl)cc1	72
C=C(C)[C@@H]1CC[C@]2(COC)CC[C@]3(C)[C@H](CC[C@@H]4[C@@]5(C)CCCNC(C)(C)[C@@H]5CC[C@]43C)[C@@H]12	-69*
Nc1nc(=S)c2[nH]cnc2[nH]1	-13*!
Cn1cc(-c2nc(-c3c[nH]c4ccncc34)cs2)c2ccccc21	-42*
COc1ccc(NC(=O)C(C)Sc2nc3ccccc3c(=O)n2Cc2ccc(S(N)(=O)=O)cc2)cc1 (configuration not stated)	98
Cn1c(=O)c(-c2ccccc2)cc2ccccc21	113
CC1CCCN(CCC(=O)c2ccccc2)C1 (configuration not stated)	103
N#Cc1c(-c2cccs2)nc(NCCO)[nH]c1=O	99
Cc1ccc(NC(=O)n2c(=O)cc(C)c3ccc(O)cc32)cc1	103
CC(C)c1nc(SCC(=O)c2ccc(Br)cc2)nc(Nc2cccc(S(N)(=O)=O)c2)c1C#N	98
CC(=O)C1=C(C)OC(N)=C(C#N)C1c1cccc(C2C(C#N)=C(N)OC(C)=C2C(C)=O)c1 (configuration not stated)	101
COc1cnc2c(c1)C(=O)c1c-2n(CCCNC(C)C)c(=O)c2cc(F)ccc12	-39*
CNC1=C([N+](=O)[O-])C(c2ccc(Cl)cc2Cl)C(C#N)=C(c2ccc[nH]2)O1 (configuration not stated)	90
CCNc1nc2ncnc(NCC)c2[nH]1	99
CC[C@H]1OC(=O)C[C@@H](O)[C@H](C)[C@@H](O[C@@H]2O[C@H](C)[C@@H](O[C@H]3C[C@@](C)(O)[C@@H](O)[C@H](C)O3)[C@H](N(C)C)[C@H]2O)[C@@H](CC=O)C[C@@H](C)C(=O)/C=C/C(C)=C/[C@@H]1CO[C@@H]1O[C@H](C)[C@@H](O)[C@@H](OC)[C@H]1OC	96
O=S(=O)(c1ccccc1)n1ccc(-c2ccc3c(c2)CCO3)n1	109
O=C(N/N=C/c1ccc(Br)cc1)c1ccc(-n2cc(-c3ccccc3)nn2)cc1	98
COc1cc([N+](=O)[O-])c2ncccc2c1	85
CC(=O)c1ccc2c3c(n(C)c2c1)CCCC3	93
CC1Cc2c(Cl)ncnc2N(C)c2ccccc21 (configuration not stated)	12
Nc1ccccc1NC(=O)c1ccc(CN2CCC/C(=C\c3ccccn3)C2=O)cc1	-18*
COc1ccc(C(=O)C2=Cc3cc4ccccc4n3Cc3cnnn32)cc1	64
CC(=O)N1N=C(c2ccc(OCC(=O)c3ccc(C)cc3)cc2)CC1c1ccc(Cl)cc1 (configuration not stated)	65
O=C(Nc1ccccc1F)Nc1cccc2ccccc12	103
Cc1nn(C)c2ncnc(N/N=C/c3ccc(O)cc3)c12	87
O=C1CCCCC1(CCc1ccncc1)CCc1ccncc1	83
O=S(=O)(CS(=O)(=O)Oc1ccccc1)Oc1ccccc1	92&96
Cn1c2nc(=O)[nH]nc2c2cc(Br)cc(Br)c21	102
COc1cc2c(c(OC)c1OC)C(=O)CC(c1cccc(C(=O)Nc3ccc(C#N)cc3)c1)O2 (configuration not stated)	47
c1cc[n+](CCCCCCCCCC[n+]2ccccc2)cc1	80
Cn1cc(-c2cc(N)n3nc(-c4cn(C)c5ccccc45)cc3n2)c2cc(Br)ccc21	-32*
COc1cc(C(=O)NCC(=O)NN=C(C)C)cc(OC)c1OC	101
O=C(CSc1nc2ccccc2c(=O)[nH]1)NNC(=O)c1ccc([N+](=O)[O-])cc1	97
Cc1cccc(CSc2nc(=O)n(CCCO)c3c2CCC3)c1	100
Nc1ccc(S(=O)(=O)F)c(Cl)c1	96
OC1(c2ccc(F)cc2)CCCCC1	112
CCOC1=CC(=O)OC(c2ccccc2)C1 (configuration not stated)	109
CC(C)NCCOS(=O)C(c1ccccc1)c1ccccc1 (configuration not stated)	100
O=C1N(Cl)C2(c3ccccc3)N(Cl)C(=O)N(Cl)C2(c2ccccc2)N1Cl (configuration not stated)	108
CCCCCC(C)(C)O	124
Cc1cccc(/C=C/c2ccc(NC(=S)NCCCCN(C)C)cc2)c1	-38*
CCn1c(Sc2nnc(NC(=O)CCSC(=S)N3CCCCC3)s2)nc2c1c(=O)n(C)c(=O)n2C	107
C=C1C(=O)O[C@H]2[C@H]1CC/C(COC(=O)NCc1c[nH]c3ccc(Cl)cc13)=C\CC[C@@]1(C)O[C@@H]21	-33*
OC(c1cc(-c2ccc(C(F)(F)F)cc2)nc(C(F)(F)F)c1)C1CCCCN1 (configuration not stated)	-73*!
F[C@H]1CCO[C@H](/C=C/c2ccccc2)C1	71

Next part, overlapping the part above by 6 compounds.
SMILES	HL-60(TB)
CCCCCC(C)(C)O	124
Cc1cccc(/C=C/c2ccc(NC(=S)NCCCCN(C)C)cc2)c1	-38*
CCn1c(Sc2nnc(NC(=O)CCSC(=S)N3CCCCC3)s2)nc2c1c(=O)n(C)c(=O)n2C	107
C=C1C(=O)O[C@H]2[C@H]1CC/C(COC(=O)NCc1c[nH]c3ccc(Cl)cc13)=C\CC[C@@]1(C)O[C@@H]21	-33*
OC(c1cc(-c2ccc(C(F)(F)F)cc2)nc(C(F)(F)F)c1)C1CCCCN1 (configuration not stated)	-73*!
F[C@H]1CCO[C@H](/C=C/c2ccccc2)C1	71
CCN(CC)C(=O)c1ccccn1	92
CC(C)CCCCCOC(=O)c1ccccc1SSc1ccccc1C(=O)OCCCCCC(C)C	82
COc1cccc2nc(Nc3cccc(NC(=O)c4cc(-n5cnc(C)c5)cc(C(F)(F)F)c4)c3)ccc12	99
CC(C)c1sc(NC(=O)c2cc(NC(=O)c3cc(NC(=O)c4nccn4C)cn3C)cn2C)nc1C(=O)NCCCN(C)C	47
Cc1ccc2nc(C[n+]3ccc4ccccc4c3)ccc2c1	26
C/C=C(C)/C=N/Nc1nc(-c2ccc(Br)cc2)cs1	98
CC(C)=NOC(=O)Nc1cc(Cl)ccc1Cl	151
COc1ccc([C@@H](C[C@H](C)CO)c2cc3ccccc3o2)cc1	102
O=C(Nc1ccc(Nc2ccccc2)cc1)Nc1ccccc1Cl	61
Nc1cc(=O)n(C(=O)CSc2ncnc3c2c(-c2ccccc2)cn3-c2ccc(Cl)cc2)[nH]1	105
COc1ccc(C(=S)N2CCN(c3ccccc3Cl)CC2)cc1	71
COc1ccc(S(=O)(=O)ON=C2C=C(C)C(=O)C(C)=C2)cc1	44
Nc1nc(OCc2ccccc2)c2[nH]cnc2n1	63
Cc1nc(SCC(=O)Nc2nccs2)n(Nc2ccc(Cl)cc2)c1C	96
COC(=O)C1=C(C(=O)c2ccc(Br)cc2)C(c2ccc(C(=O)OC)cc2)C(C#N)=C(N)O1 (configuration not stated)	100
C=CCn1c(SCC(=O)c2ccccc2)nnc1-c1cc(-c2ccc(S(C)(=O)=O)cc2)nc2ccccc12	95
CCOc1cccc(NC2=C(Br)C(=O)C(C)=C(C)C2=O)c1	-12*
COc1cc(-c2nc3ccc(/C=C/C(=O)c4ccc(C(F)(F)F)cc4)cc3s2)ccc1F	102
